Screening data (PubChem BioAssay)
aSyn UTR inh – MLPCN primary screen, SNCA 5' untranslated region; alpha-synuclein 5'UTR reporter, inhibitor activity; inhibition, % (tested at 7.5 µM); AID 1813, 2009; 0.82% of 300,000 active; in the data active = inhibition above about 60%;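 also: H4 neuroglioblastoma cells stably carrying SNCA 5'UTR luciferase fusion; 0% = DMSO wells and 100% = positive control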
HSF1 activator – HSF-1 activators, primary screen, NIH3T3-HGL cells, MG132 stress, luminescence, single point. NIH3T3-HGL HSF-1 luciferase reporter, 8 h; 100% = twice DMSO control signal. activation, % at 9 µM. AID 504408, 2011. 1.7% of 300,000 active;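 active = mean replicate activation of at least 50% with a set share of replicates each reaching 50%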;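 also: 0% = median of the neutral control wells and 100% = twice that signal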
HSF1 inh – HSF1 inhibitors in luciferase reporter cells, primary screen, cell-based, NIH3T3, luminescence. NIH3T3-HGL HSE-luciferase, MG132-induced, luminescence 8 h; hits give low values. activity change, negative = inhibition, % at 7.5 µM (by protocol). 0.77% of 300,000 active. AID 2098, 2009;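 active = more than half of replicate wells show activity change below -50%, luminescence cut by over half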;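 also: luciferase reports HSF-1 transcriptional activity via heat shock element; 0% = median of DMSO wells and -100% = zero luminescence signal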
HSP90 inh – HSP90 inhibitors, primary screen, cell lysate, luminescence; inhibition, % at 5.6 µM; Rabbit reticulocyte lysate, luciferase refolding luminescence, 3 h; 0.91% of 290,000 active;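 active = inhibition above the screen-wide mean plus 3 SD, computed separately per campaign, cut at about 16% in these data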;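 also: 0% = DMSO wells and 100% = 60 µM geldanamycin wells; inhibitors lower the luminescence because luciferase stays unfolded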
SKKanGAS inh – S. pyogenes SKKanGAS growth inhibitors in kanamycin, primary screen, streptokinase expression inhibitor project, SKKanGAS strain, BacTiter-Glo luminescence; inhibition, % at 7.5 µM; 6 h; AID 1662, 2009; 1.3% of 300,000 active;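 active = mean replicate score, as percent of positive control median, at least 50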;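 also: strain carries kanamycin resistance gene driven by streptokinase promoter and grows in 40 µg/ml kanamycin; loss of luminescence reflects streptokinase promoter inhibition or plain growth inhibition; 0% = median of DMSO wells and 100% = positive control at its reference dose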
Platelet DG rel – inhibitors of platelet dense granule secretion, primary screen, cell-based, MLPCN, human platelets; inhibition, %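 (compounds screened at 7.5 µM in platelet-rich plasma)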; 0.22% of 300,000 active; human platelet-rich plasma, SFLLRN dense granule ATP release, luminescence;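 active = mean replicate score, as percent of positive control, at or above 50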
HIF act – HIF pathway transcriptional activators, primary screen, cell-based, U2OS HRE-luciferase, luminescence; U2OS HRE-luciferase reporter; normalized: DMSO 0%, desferrioxamine 100%; activation, % at 7.5 µM (by protocol); 0.32% of 300,000 active; AID 1910, 2009;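 active = mean activation of at least 10% of the iron chelator positive control signal, with at least half of replicates also reaching 10%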
KLF5 inhibitor – KLF5 expression inhibitors, primary screen, DLD-1 cells, luminescence; DLD-1 KLF5 promoter-luciferase reporter; inhibition, % at 5 µM; 0.23% of 290,000 active; AID 1700, 2009;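 active = inhibition above a per-plate limit of that plate's mean compound inhibition plus 3 SD, cut at about 60% in these data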;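 also: 0% = DMSO wells and 100% = LY294002 at 200 µM; higher means less KLF5 promoter-driven luciferase light; inactives centre near -14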
IEC-6 cytotox – cytotoxicity in IEC-6 intestinal epithelial cells, primary screen, cytotoxicity control for KLF5 inhibitor project, cell-based, luminescence; 0.78% of 290,000 active; inhibition, % at 5 µM; IEC-6 cytotoxicity, luminescence viability; in the data active = inhibition above about 22%;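 also: 0% = plate median of test compound wells and 100% = cytotoxic reference compound wells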
AI-2 QS mod – Vibrio harveyi AI-2 quorum sensing modulators, primary screen, JMH597 strain, luminescence/OD600 ratio; Vibrio harveyi JMH597 AI-2 luminescence/OD600 ratio, 9 h; hits give low values; strain lacks LuxN and CqsS sensors; 0 = neutral-control median; activity change, % at 7.5 µM; 0.4% of 300,000 active; in the data active = activity change below about -75%, passing the limit was not always enough;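 also: luminescence divided by OD600 gain over 9 h not by final OD600 alone; inactives centre near 13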
The depositor's hits bear a star; & = joins results of further samples.

Results for COc1ccc(C(C(=O)NC2CCCC2)N(Cc2cccnc2)C(=O)c2snc(C(N)=O)c2N)cc1 (centres undefined) ?
aSyn UTR inh: -5; HSF1 activator: -4; HSF1 inh: -3; HSP90 inh: -4; SKKanGAS inh: 8; Platelet DG rel: -2; HIF act: 0.2; KLF5 inhibitor: -17; IEC-6 cytotox: -4; AI-2 QS mod: 23

How did CCN(c1ccccc1)S(=O)(=O)c1ccc(NC(=O)C(C)(C)C)cc1 do in these assays?
aSyn UTR inh: 6; HSF1 activator: -11; HSF1 inh: -1; HSP90 inh: 1; SKKanGAS inh: -4; Platelet DG rel: 2; HIF act: -0.3; KLF5 inhibitor: -6; IEC-6 cytotox: 0; AI-2 QS mod: 12

Results for C(=N\Nc1nc2ccccc2[nH]1)/c1ccccn1 ?
aSyn UTR inh: 112*; HSF1 activator: -2; HSF1 inh: 0; HSP90 inh: 79*; SKKanGAS inh: 25; Platelet DG rel: 62*; HIF act: 4.3; KLF5 inhibitor: 86*; IEC-6 cytotox: 9; AI-2 QS mod: 9

How did O=C(Oc1ccccc1)c1ccc(COC(=O)c2cnccn2)cc1 do in these assays?
aSyn UTR inh: -5; HSF1 activator: -6; HSF1 inh: 6; HSP90 inh: -5; SKKanGAS inh: 1; Platelet DG rel: 41; HIF act: -29; KLF5 inhibitor: -21; IEC-6 cytotox: -6; AI-2 QS mod: 26

What do the screens show for `COc1cccc(OCCNC(=O)CSc2ccc(C(F)(F)F)cc2[N+](=O)[O-])c1`?
aSyn UTR inh: -19; HSF1 activator: 39; HSF1 inh: 10; HSP90 inh: 4; SKKanGAS inh: 0; Platelet DG rel: 9; HIF act: 0.2; KLF5 inhibitor: -18; IEC-6 cytotox: 5; AI-2 QS mod: 4

What do the screens show for `CCn1cc(C(=O)NCCc2ccc(Cl)cc2)c(=O)c2cc(S(=O)(=O)N(C)C)ccc21`?
aSyn UTR inh: 31; HSF1 activator: 23; HSF1 inh: 12; HSP90 inh: -4; SKKanGAS inh: -2; Platelet DG rel: 4; HIF act: -5.1; KLF5 inhibitor: -20; IEC-6 cytotox: -4; AI-2 QS mod: 20

How did COc1ccccc1C1CCN(Cc2ccc(Cl)cc2Cl)CC1 do in these assays?
aSyn UTR inh: -4; HSF1 activator: 16; HSF1 inh: -5; HSP90 inh: 17*; SKKanGAS inh: 29; Platelet DG rel: -6; HIF act: -15; KLF5 inhibitor: -12; IEC-6 cytotox: -8; AI-2 QS mod: 4

What do the screens show for `CCOCCCNC(=O)c1ccc(N2CCOCC2)c(NS(=O)(=O)c2ccc(OC)cc2)c1`?
aSyn UTR inh: 5; HSF1 activator: 1; HSF1 inh: 6; HSP90 inh: -1; SKKanGAS inh: 4; Platelet DG rel: -3; HIF act: -0.5; KLF5 inhibitor: -14; IEC-6 cytotox: 5; AI-2 QS mod: 16

What do the screens show for `Cc1ccc(-c2nn(-c3ccccc3)cc2CNCc2ccccc2)cc1`?
aSyn UTR inh: -8; HSF1 activator: 14; HSF1 inh: 9; HSP90 inh: 5; SKKanGAS inh: 16; Platelet DG rel: 5; HIF act: -0.4; KLF5 inhibitor: -18; IEC-6 cytotox: 2; AI-2 QS mod: 21

Results for Cc1nc(C)c(C(=O)Nc2nc3c(C)cccc3s2)o1 ?
aSyn UTR inh: -74; HSF1 activator: -40; HSF1 inh: -34; HSP90 inh: 3; SKKanGAS inh: 5; Platelet DG rel: 16; HIF act: -0.1; KLF5 inhibitor: -11; IEC-6 cytotox: 4

How did CC(C)c1ccc(C(CC(=O)O)N2Cc3ccccc3C2=O)cc1 (centres undefined) do in these assays?
aSyn UTR inh: 10; HSF1 activator: 35; HSF1 inh: 16; HSP90 inh: -1; SKKanGAS inh: 0; Platelet DG rel: -1; HIF act: 0.2; KLF5 inhibitor: -55; IEC-6 cytotox: 2; AI-2 QS mod: 16

How did CCOC(=O)CP(=O)(c1ccccc1)c1ccccc1 do in these assays?
aSyn UTR inh: 7; HSF1 activator: -9; HSF1 inh: -5; HSP90 inh: 5; SKKanGAS inh: -5; Platelet DG rel: -8; HIF act: 0.5; KLF5 inhibitor: -31; IEC-6 cytotox: 2; AI-2 QS mod: 11

What do the screens show for `O=C(CN1C(=O)NC2(CCc3ccccc32)C1=O)c1ccc2c(c1)OCCO2` (centres undefined)?
aSyn UTR inh: -25; HSF1 activator: 27; HSF1 inh: 6; HSP90 inh: -4; SKKanGAS inh: 7; Platelet DG rel: -2; HIF act: 4.5; KLF5 inhibitor: -18; IEC-6 cytotox: -6; AI-2 QS mod: 5

Results for Cc1cc(=O)c2cc(C(=O)c3ccccc3)ccc2[nH]1 ?
aSyn UTR inh: 6; HSF1 activator: 20; HSF1 inh: 7; HSP90 inh: -5; SKKanGAS inh: 0; Platelet DG rel: 3; HIF act: -0.4; KLF5 inhibitor: -34; IEC-6 cytotox: 8; AI-2 QS mod: 24

What do the screens show for `CC(C)Oc1cc(O)c2c(=O)c(-c3ccc(O)cc3)coc2c1`?
aSyn UTR inh: -138; HSF1 activator: 47; HSF1 inh: 31; HSP90 inh: 0; SKKanGAS inh: 1; Platelet DG rel: -6; HIF act: 3.7; KLF5 inhibitor: -98; IEC-6 cytotox: 12; AI-2 QS mod: 2

Results for CN(C)C(=O)c1cc2cc(Br)ccc2s1 ?
aSyn UTR inh: -30; HSF1 activator: -5; HSF1 inh: -5; HSP90 inh: -2; SKKanGAS inh: -3; Platelet DG rel: -16; HIF act: 0.2; KLF5 inhibitor: -5; IEC-6 cytotox: 1; AI-2 QS mod: 3

How did COC(=O)CSc1ncccc1-c1nc2ccccc2[nH]1 do in these assays?
aSyn UTR inh: -19; HSF1 activator: 31; HSF1 inh: 8; HSP90 inh: 0; SKKanGAS inh: -6; Platelet DG rel: 15; HIF act: 0.4; KLF5 inhibitor: -22; IEC-6 cytotox: 4; AI-2 QS mod: 14

What do the screens show for `O=C(C[n+]1cc(Br)cc2ccccc21)c1ccc(Cl)cc1`?
aSyn UTR inh: -14; HSF1 activator: 1; HSF1 inh: 9; HSP90 inh: -3; SKKanGAS inh: -7; HIF act: -1.3; KLF5 inhibitor: -16; IEC-6 cytotox: 9; AI-2 QS mod: 16

Results for C(=C\c1ccccc1)/CN1CCN(c2ncnc3c2oc2ccccc23)CC1 ?
aSyn UTR inh: -6; HSF1 activator: -16; HSF1 inh: 4; HSP90 inh: 4; SKKanGAS inh: 18; Platelet DG rel: 6; HIF act: 0.6; KLF5 inhibitor: -29; IEC-6 cytotox: 5; AI-2 QS mod: 5

Results for C[C@@H]1C[C@H]2[C@@H]3CCC4=CC(=O)C=C[C@]4(C)[C@@]3(F)[C@@H](O)C[C@]2(C)[C@@]1(O)C(=O)COP(=O)(O)O ?
aSyn UTR inh: 32; HSF1 activator: -47; HSF1 inh: -41; HSP90 inh: 2; SKKanGAS inh: 1; Platelet DG rel: 2; HIF act: -0.6; KLF5 inhibitor: 15; IEC-6 cytotox: 11; AI-2 QS mod: 27&19

How did COc1ccc(O)c(C(=O)c2cnc3nc4ccccc4n3c2)c1 do in these assays?
aSyn UTR inh: -14; HSF1 activator: -3; HSF1 inh: 2; HSP90 inh: -2; SKKanGAS inh: 17; Platelet DG rel: 4; HIF act: 0.6; KLF5 inhibitor: 16; IEC-6 cytotox: 3; AI-2 QS mod: 22

What do the screens show for `O=C(Nc1cccc(C(F)(F)F)c1)c1ccco1`?
aSyn UTR inh: -18; HSF1 activator: 14; HSF1 inh: 11; HSP90 inh: 3; SKKanGAS inh: -5; Platelet DG rel: -5; HIF act: 0.4; KLF5 inhibitor: -34; IEC-6 cytotox: 6; AI-2 QS mod: 15

What do the screens show for `CC1CCN(Cc2c(C(=O)N/N=C/c3cccc(Cl)c3)nnn2-c2nonc2N)CC1`?
aSyn UTR inh: -12; HSF1 activator: -5; HSF1 inh: -3; HSP90 inh: 6; SKKanGAS inh: 3; Platelet DG rel: 20; HIF act: -0.5; KLF5 inhibitor: -8; IEC-6 cytotox: 10; AI-2 QS mod: 19

What do the screens show for `Cc1c(NS(=O)(=O)c2cccc(C(=O)NCc3ccncc3)c2)c(=O)n(-c2ccccc2)n1C`?
aSyn UTR inh: -6; HSF1 activator: 6; HSF1 inh: 2; HSP90 inh: 4; SKKanGAS inh: -3; Platelet DG rel: 24; HIF act: 0.3; KLF5 inhibitor: -19; IEC-6 cytotox: 2; AI-2 QS mod: -2

Results for COc1c2c(nc3occc13)C(CCC(C)(C)O)(OC)C(O)CC2 (centres undefined) ?
aSyn UTR inh: 10; HSF1 activator: 11; HSF1 inh: 4; HSP90 inh: 0; SKKanGAS inh: -10; Platelet DG rel: 0; HIF act: -0.2; KLF5 inhibitor: -6; IEC-6 cytotox: 1; AI-2 QS mod: 30

How did CCn1cc(CN2CCCC(CO)(Cc3cccc(Cl)c3)C2)cn1 (centres undefined) do in these assays?
aSyn UTR inh: 2; HSF1 activator: -11; HSF1 inh: -5; HSP90 inh: -3; SKKanGAS inh: -1; Platelet DG rel: 4; HIF act: -0.1; KLF5 inhibitor: -54; IEC-6 cytotox: 2; AI-2 QS mod: 11

How did CC(C)(C)c1ccc(C(=O)Nc2ccccc2C(=O)NCCN2CCOCC2)cc1 do in these assays?
aSyn UTR inh: -47; HSF1 activator: -3; HSF1 inh: 5; HSP90 inh: -1; SKKanGAS inh: -2; Platelet DG rel: 4; HIF act: 1.7; KLF5 inhibitor: -3; IEC-6 cytotox: 4

What do the screens show for `COc1ccc(-c2nc(CSCC(=O)NCC3CCCO3)c(C)o2)cc1OC` (centres undefined)?
aSyn UTR inh: 8; HSF1 activator: 6; HSF1 inh: 7; HSP90 inh: 5; SKKanGAS inh: 5; Platelet DG rel: -3; HIF act: -0.1; KLF5 inhibitor: -41; IEC-6 cytotox: 2; AI-2 QS mod: 8

Results for O=S(=O)(Nc1ccc(-c2ccc3nncn3n2)cc1)c1ccccc1Cl ?
aSyn UTR inh: 10; HSF1 activator: -11; HSF1 inh: -2; SKKanGAS inh: 3; Platelet DG rel: 61*; HIF act: -0.6; AI-2 QS mod: 7

How did COc1ccc(C(C)=O)cc1COC(=O)CCC(=O)N(CC(C)C)c1c(N)n(CC(C)C)c(=O)[nH]c1=O do in these assays?
aSyn UTR inh: -4; HSF1 activator: 1; HSF1 inh: -1; SKKanGAS inh: -8; Platelet DG rel: 2; HIF act: -38; AI-2 QS mod: 16

How did COc1ccc(Nc2nc3cc(C)ccc3cc2C#N)cc1 do in these assays?
aSyn UTR inh: 11; HSF1 activator: 30; HSF1 inh: 2; HSP90 inh: -4; SKKanGAS inh: -12; Platelet DG rel: -5; HIF act: 0.6; KLF5 inhibitor: -20; IEC-6 cytotox: 2; AI-2 QS mod: 12

Results for COc1ccc(S(=O)(=O)NNC(=O)Nc2ccc(F)cc2F)c(OC)c1 ?
aSyn UTR inh: 9; HSF1 activator: 0; HSF1 inh: -9; HSP90 inh: 4; SKKanGAS inh: 3; Platelet DG rel: 41; HIF act: -0.4; KLF5 inhibitor: -8; IEC-6 cytotox: 9; AI-2 QS mod: 22

Rows are unselected; about 6% have a hit in one of these screens.
